Compound activity: PubChem, several laboratories
IMP-1 inh = IMP-1 metallo-beta-lactamase inhibitors, primary screen, biochemical, epi-absorbance readout, Pseudomonas aeruginosa enzyme. metallo-beta-lactamase IMP-1 (Pseudomonas aeruginosa). purified IMP-1, nitrocefin hydrolysis, epi-absorbance fluorescence. inhibition, % at 5.6 µM. 290,000 tested, 0.45% active. AID 1556, 2009;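 active = inhibition above the mean plus 3 SD of all compounds in the same screening run, cut at about 4.5% in these data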;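 also: 0% = IMP-1 with DMSO and 100% = DMSO wells lacking enzyme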
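System: purified IMP-1 / Input: IMP-1 dispensed at 0.2 nM / Medium: 50 mM HEPES pH 7.1, 50 µM ZnSO4, 0.05% Brij 35 / Timing: 15 min enzyme–compound preincubation, then 25 min nitrocefin reaction, 25 °C / Technique: plate fluorescence quenching by hydrolysis product, ex 480/em 530 nm / Repeats: singlicate testing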
GPR7 antag = GPR7 receptor antagonists, primary screen, cell-based, fluorescence, single concentration; Neuropeptides B/W receptor type 1 (Homo sapiens), P48145; GPR7-expressing cells, fluorescence antagonist assay; inhibition, % at 4.4 µM; 290,000 tested, 1.1% active; AID 1861, 2009; in the data active = inhibition above about 16%, passing the limit was not always enough;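 also: cells stimulated with the agonist NPW; 0% = agonist with vehicle and 100% = vehicle without agonist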
OXTR ag = human OXTR agonists, primary screen, fluorescence, CHO-OTR cells, Fluo-8 calcium | activation, % at 3 µM | Oxytocin receptor (Homo sapiens), P30559 | 320,000 tested, 0.32% active | Fluo-8 calcium fluorescence; normalized: DMSO 0%, oxytocin 100%;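 active = activation above the mean of all tested compounds plus 3 SD, cutoff set per screening run, cut at about 20% in these data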;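 also: peak over basal fluorescence ratio from a 100 s FLIPR kinetic read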
Target sequence (P30559 whole entry, looked up): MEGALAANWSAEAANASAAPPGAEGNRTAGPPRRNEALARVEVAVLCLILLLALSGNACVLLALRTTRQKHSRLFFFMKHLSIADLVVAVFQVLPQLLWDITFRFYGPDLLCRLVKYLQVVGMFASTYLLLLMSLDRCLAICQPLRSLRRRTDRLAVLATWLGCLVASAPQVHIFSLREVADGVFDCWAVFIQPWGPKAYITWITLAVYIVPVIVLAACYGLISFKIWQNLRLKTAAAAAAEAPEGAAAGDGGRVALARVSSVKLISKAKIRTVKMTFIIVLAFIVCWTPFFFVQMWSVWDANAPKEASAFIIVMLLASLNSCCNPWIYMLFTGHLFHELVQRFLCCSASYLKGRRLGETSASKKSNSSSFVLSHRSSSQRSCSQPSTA
NS3 helicase inh = inhibitors of HCV NS3 helicase, primary screen, biochemical, Cy5 molecular beacon fluorescence | 290,000 tested, 0.56% active | Hepatitis C virus NS3 helicase | inhibition, % at 10.9 µM | NS3 helicase DNA unwinding | AID 1800, 2009;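 active = inhibition above the mean of all tested compounds plus 3 SD, set per campaign, cut at about 35% in these data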;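 also: 0% = DMSO wells and 100% = thioflavine S control wells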
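Control set: DMSO versus 110 µM thioflavine S; Material: NS3 helicase fragment of HCV; Measured by: Cy5 fluorescence at 0 and 60 min, beacon hairpin quenching; Read-out basis: percent inhibition from t60/t0 fluorescence ratio; Times: reaction time 60 min, 25 °C; Repeats: single replicate; Compound dosing: single dose, 10.9 µM nominal final, DMSO 0.8% final.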
VIM-2 inh = VIM-2 metallo-beta-lactamase inhibitors, primary screen, biochemical, epi-absorbance readout, Pseudomonas aeruginosa enzyme. 290,000 tested, 0.89% active. purified VIM-2, nitrocefin hydrolysis, epi-absorbance fluorescence. inhibition, % at 5.6 µM;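 active = inhibition above the mean of all tested compounds plus 3 SD, cutoff set per screening run, cut at about 7.5% in these data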;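 also: red hydrolysis product quenches plate fluorescence so inhibitors raise well fluorescence; 0% = enzyme with DMSO and 100% = DMSO without enzyme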
PHOSPHO1 block = PubChem AID 1565; recombinant PHOSPHO1, absorbance phosphatase assay; inhibition, % at 13.3 µM; 290,000 tested, 1.1% active; in the data active = inhibition above about 60%
Target sequence (Q8TCT1 whole entry, looked up): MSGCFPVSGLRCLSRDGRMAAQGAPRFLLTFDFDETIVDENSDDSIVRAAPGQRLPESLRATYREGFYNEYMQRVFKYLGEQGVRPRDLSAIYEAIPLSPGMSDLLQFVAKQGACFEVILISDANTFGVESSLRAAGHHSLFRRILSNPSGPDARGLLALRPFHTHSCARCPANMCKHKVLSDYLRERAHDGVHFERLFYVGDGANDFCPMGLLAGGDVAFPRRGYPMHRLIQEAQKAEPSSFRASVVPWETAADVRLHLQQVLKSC
V1aR counter = agonists of human V1a receptor, primary screen, counter-screen for OXTR agonist project, fluorescence, CHO-V1R cells; Vasopressin V1a receptor (Homo sapiens), P37288; Fluo-8 calcium fluorescence, agonist mode; 0% DMSO, 100% 3 nM vasopressin; activation, % at 3 µM; 320,000 tested, 0.25% active; AID 2797, 2010;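 active = activation above the mean activation of all tested compounds plus 3 SD, per screening run, cut at about 20% in these data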;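 also: signal is peak over basal fluorescence ratio across a 100 second FLIPR read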
Target sequence (P37288 whole entry, looked up): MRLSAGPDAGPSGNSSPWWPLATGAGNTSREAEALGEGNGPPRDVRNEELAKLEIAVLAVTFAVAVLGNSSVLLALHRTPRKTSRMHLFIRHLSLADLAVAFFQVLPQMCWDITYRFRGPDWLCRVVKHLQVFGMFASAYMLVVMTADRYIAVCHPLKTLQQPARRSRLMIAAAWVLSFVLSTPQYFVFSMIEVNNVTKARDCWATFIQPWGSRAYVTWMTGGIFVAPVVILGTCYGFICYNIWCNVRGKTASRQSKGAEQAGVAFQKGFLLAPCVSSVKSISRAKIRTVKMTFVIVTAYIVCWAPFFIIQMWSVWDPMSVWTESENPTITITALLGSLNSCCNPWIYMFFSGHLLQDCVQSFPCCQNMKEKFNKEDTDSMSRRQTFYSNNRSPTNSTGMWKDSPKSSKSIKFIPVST
DNA FID counter = compounds displacing fluorescent DNA intercalator, primary screen, artefact control for HCV NS3 helicase inhibitor project, biochemical, FID fluorescence; DNA fluorescent intercalator displacement; inhibition, % at 7.9 µM; 290,000 tested, 0.17% active; in the data active = inhibition above about 37%;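 also: 0% = vehicle and 100% = reference compound; higher means more ethidium bromide displaced from hairpin DNA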
GalR3 antagonist = GalR3 antagonists in HEK293 cells, primary screen, cell-based, fluorescence readout | inhibition, % at 3 µM | HEK293 GalR3-CNG cAMP membrane potential fluorescence; galR3 body fused to GalR1 C-terminus | Galanin receptor type 3 (Homo sapiens), O60755 | AID 651719, 2012 | 360,000 tested, 0.44% active;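 active = inhibition above the screen-wide average plus 3 SD, cut at about 13% in these data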;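 also: forskolin and galanin both at EC90 stimulate the cells; cAMP rise reported by CNG channel membrane potential dye signal; 0% = forskolin plus galanin with DMSO and 100% = forskolin alone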
* = called active by the depositor; . = no result given.

item | Molecule | NS3 helicase inh | V1aR counter | OXTR ag | DNA FID counter | PHOSPHO1 block | IMP-1 inh | VIM-2 inh | GalR3 antagonist | GPR7 antag
1 | Cc1c(C(=S)NC(=O)C2CC2)c(=O)n(-c2ccccc2)n1C | 6 | -1.0 | -1.1 | -9 | -5 | -3.5 | -3.4 | -1 | -4
2 | CC1=NN(Cc2ccccc2)C(=O)/C1=C/c1ccc(N(C)C)cc1 | -6 | 0.2 | -1.2 | -11 | 13 | -7.3 | -5.2 | -10 | -1
3 | O=C(NC1CCCC1)C(c1ccccn1)N(Cc1ccc(F)cc1)C(=O)c1csnn1 (stereo not given) | 14 | -1.0 | -1.0 | -19 | 13 | -3.6 | -0.7 | -10 | 2
4 | O=C(Nc1ccc(-c2cnco2)cc1)c1ccc(F)cc1F | 5 | 0.5 | -2.2 | -7 | 21 | -2.9 | -3.0 | -2 | 3
5 | COc1ccc(S(=O)(=O)N2CCN(c3cccc(C)c3C)CC2)cc1 | -13 | -0.8 | -1.9 | -5 | -7 | -5.2 | 0.9 | -4 | -7
6 | CC(C)S(=O)(=O)c1csc(NC(=O)Nc2ccc(Cl)cc2)c1Cl | -12 | 10 | 8.2 | 1 | 15 | -1.3 | 0.5 | 0 | 17
7 | CCOc1ccc(C(=O)OCC(=O)NCc2ccco2)cc1OCC | 20 | -0.3 | -0.7 | -12 | 21 | 1.8 | -1.4 | -7 | -14
8 | O=C(Nc1ccc2c(c1)ncn2-c1ccccc1)c1ccco1 | 3 | 2.0 | 3.5 | -7 | 7 | -3.0 | -0.9 | -6 | -2
9 | CCCC(=O)c1ccc(N2CCC(C)CC2)c(F)c1 | 12 | 0.3 | -1.2 | -1 | -6 | 0.0 | -0.3 | -11 | 3
10 | COCCNc1oc(/C=C/c2ccc(F)cc2)nc1S(=O)(=O)c1ccccc1 | -20 | 0.3 | 0.2 | -24 | 17 | -1.8 | -1.1 | -5 | 2
11 | COc1ccc(N2C(=O)/C(=C/c3cccs3)NC2=S)cc1 | -4 | 1.1 | -0.8 | 0 | 75* | -2.0 | -1.6 | 0 | -10
12 | COc1ccc(CNC(=O)CSc2nc3ccc(OC)cc3[nH]2)cc1 | -8 | -0.3 | -0.2 | -7 | 20 | -1.4 | -2.0 | -8 | -7
13 | COc1cccc(C(=O)Nc2nc(C)cs2)c1 | -2 | -1.0 | 0.3 | -2 | 11 | -2.1 | -1.6 | -1 | -1
14 | CCOC(=O)c1c(-c2cccc(C)c2)csc1NC(=O)c1c(-c2ccccc2)noc1C | 10 | -0.2 | -1.3 | -2 | 23 | 0.6 | -5.0 | 0 | -8
15 | CC1(C)C2([N+](=O)[O-])CN3CC1([N+](=O)[O-])CN(C2)C31CCCC1 | 1 | -0.2 | 0.1 | -8 | 16 | -1.5 | -1.1 | -7 | -4
16 | O=c1[nH]c2ccc(S(=O)(=O)Nc3ccc(-c4nnc5n4CCCCC5)cc3)cc2o1 | -2 | 0.5 | 1.4 | -4 | 33 | -2.3 | 0.7 | 3 | -9
17 | O=C(NC(=S)Nc1ccc(CN2CCOCC2)cc1)c1ccc(-c2cccc(Cl)c2)o1 | -3 | 0.5 | -0.7 | -6 | 40 | -1.5 | -5.1 | -5 | -8
18 | O=C(Cc1ccccc1)NC1CCN(C(=O)NCc2ccccc2)CC1 | 0 | -0.1 | 0.1 | -3 | -31 | -2.0 | -2.2 | 3 | -1
19 | COc1ccc(C(=O)CC(=O)C(=O)Nc2cccc([N+](=O)[O-])c2C)cc1 | 34 | 1.2 | -0.2 | -15 | 36 | -0.8 | -2.9 | -1 | -4
20 | COc1c(C)cc(Br)cc1C(=O)NC(=S)Nc1ccc(Cl)c(C(=O)O)c1 | 8 | -0.2 | -0.2 | -14 | -22 | -4.0 | -0.6 | -3 | 0
21 | COc1ccc(NC(=O)C(OC(=O)c2ccc([N+](=O)[O-])o2)c2ccccc2)cc1Cl (stereo not given) | -1 | -0.9 | -1.8 | 14 | 7 | -0.6 | -2.8 | 2 | 0
22 | Cc1nc(C)n(CC(=O)N2CCCC(C(=O)c3cccc4ccccc34)C2)n1 (stereo not given) | -3 | -1.6 | -1.7 | -13 | 27 | -2.9 | -1.5 | 13* | -16
23 | CC(=O)c1ccc(-n2c(CCC(=O)O)ccc2-c2ccc(C)cc2)cc1 | 12 | 0.4 | 1.6 | -29 | 20 | -1.4 | 0.5 | . | -9
24 | Nc1nonc1C(=O)OCC(=O)c1ccc(Cl)cc1 | 0 | 0.0 | -0.6 | -4 | 9 | -1.9 | -5.0 | 2 | -5
25 | CC(=O)Nc1ccc(Nc2nnc(-c3ccc(O)cc3)c3ccccc23)cc1 | -3 | -0.7 | -0.8 | -19 | 41 | -2.6 | 3.1 | 2 | 0

4 compounds drawn at random from those above, as already listed:
item | Molecule | NS3 helicase inh | V1aR counter | OXTR ag | DNA FID counter | PHOSPHO1 block | IMP-1 inh | VIM-2 inh | GalR3 antagonist | GPR7 antag
21 | COc1ccc(NC(=O)C(OC(=O)c2ccc([N+](=O)[O-])o2)c2ccccc2)cc1Cl (stereo not given) | -1 | -0.9 | -1.8 | 14 | 7 | -0.6 | -2.8 | 2 | 0
18 | O=C(Cc1ccccc1)NC1CCN(C(=O)NCc2ccccc2)CC1 | 0 | -0.1 | 0.1 | -3 | -31 | -2.0 | -2.2 | 3 | -1
15 | CC1(C)C2([N+](=O)[O-])CN3CC1([N+](=O)[O-])CN(C2)C31CCCC1 | 1 | -0.2 | 0.1 | -8 | 16 | -1.5 | -1.1 | -7 | -4
7 | CCOc1ccc(C(=O)OCC(=O)NCc2ccco2)cc1OCC | 20 | -0.3 | -0.7 | -12 | 21 | 1.8 | -1.4 | -7 | -14

Part of the list above, with values under each structure:
Values run as follows: NS3 helicase inh | V1aR counter | OXTR ag | DNA FID counter | PHOSPHO1 block | IMP-1 inh | VIM-2 inh | GalR3 antagonist | GPR7 antag
#1 Cc1c(C(=S)NC(=O)C2CC2)c(=O)n(-c2ccccc2)n1C
→ 6 | -1.0 | -1.1 | -9 | -5 | -3.5 | -3.4 | -1 | -4
#7 CCOc1ccc(C(=O)OCC(=O)NCc2ccco2)cc1OCC
→ 20 | -0.3 | -0.7 | -12 | 21 | 1.8 | -1.4 | -7 | -14
#4 O=C(Nc1ccc(-c2cnco2)cc1)c1ccc(F)cc1F
→ 5 | 0.5 | -2.2 | -7 | 21 | -2.9 | -3.0 | -2 | 3

Next results follow.
item | Molecule | NS3 helicase inh | V1aR counter | OXTR ag | DNA FID counter | PHOSPHO1 block | IMP-1 inh | VIM-2 inh | GalR3 antagonist | GPR7 antag
26 | CSc1ccc(S(=O)(=O)N2CCC(C(=O)NCc3ccncc3)CC2)cc1 | -9 | 1.3 | -0.3 | -13 | 27 | -1.8 | -1.4 | 7 | -5
27 | Cc1ccnc2nc(C(=O)NC3=NCCS3)nn12 | 7 | -0.2 | 0.7 | -1 | 12 | -4.0 | -1.8 | 2 | -10
28 | C/C(=N\Nc1ccc([N+](=O)[O-])cc1)c1ccc(-n2nncc2C(C)(C)C)cc1 | -1 | 0.7 | 0.3 | 4 | 3 | -1.3 | -1.3 | -4 | 6
29 | Cc1ccccc1CNC(=O)c1ccccc1NS(C)(=O)=O | 3 | -0.6 | -0.4 | -2 | 19 | -1.9 | -2.5 | -3 | 2
30 | C=CCN1C(=NC(=O)CCCC(=O)O)SC2CS(=O)(=O)CC21 (stereo not given) | -4 | -0.6 | -0.4 | -3 | 7 | -2.8 | -2.2 | -6 | -7
31 | Cc1ccc(-n2nc3c(c2NC(=O)C2CCCC2)CS(=O)(=O)C3)cc1 | 10 | -1.0 | 0.5 | -10 | 16 | -2.1 | -3.3 | -11 | 5
32 | CC(C)c1ccccc1NC(=O)c1cccc(NC(=O)c2ccccc2)c1 | -6 | 0.0 | -2.0 | -17 | 0 | -2.2 | -1.7 | -3 | -7
33 | O=C1CC(c2ccc(F)cc2)c2cc3c(cc2N1)CCC3 (stereo not given) | -6 | 2.1 | -1.8 | -28 | -9 | -2.5 | 0.4 | 0 | 3
34 | CCCn1cc(C(CC(=O)O)C(=O)O)c2ccccc21 (stereo not given) | -2 | 1.2 | 0.4 | -5 | 12 | -3.3 | -0.7 | -6 | -5
35 | O=Cc1ccc(OCC(=O)N2CCOCC2)cc1 | 6 | 15 | 0.4 | 3 | 32 | -0.8 | -4.2 | -4 | -7
36 | CCOc1ccc(N(CC(=O)NC2CCCCC2)C(=O)CCC(=O)Nc2ccccn2)cc1 | -7 | -0.1 | 18 | -27 | 24 | -1.5 | -1.5 | -7 | 0
37 | CCCOc1ccc(N2C(=O)CC(N3CCC(c4nncn4CC)CC3)C2=O)cc1 (stereo not given) | 1 | 0.1 | 1.7 | -17 | -7 | -2.6 | -4.2 | -1 | -2
38 | O=C1c2oc3ccccc3c(=O)c2C(c2cccs2)N1CCCN1CCOCC1 (stereo not given) | 9 | 0.6 | 1.2 | -6 | 9 | -2.8 | -3.4 | -3 | -13
39 | O=C(Nc1cccc(-c2cn3cccnc3n2)c1)Nc1ccccc1F | -7 | -0.1 | 0.0 | -10 | 37 | -2.6 | -0.7 | 0 | -5
40 | Cc1cn(C(=O)c2ccccc2)c(=S)n1-c1ccc(Cl)cc1 | 3 | -1.4 | -1.3 | -22 | -16 | -2.7 | -4.0 | -4 | -12
41 | COc1ccc(C)cc1-n1nnnc1SCc1nc2ccccc2s1 | 2 | 4.8 | 1.7 | -9 | 16 | -3.5 | -2.5 | -7 | 3
42 | COc1ccc(CCNC(=O)c2cc(C3CC3)on2)cc1OC | -7 | 1.6 | 0.2 | -14 | 0 | -3.6 | 0.1 | -1 | -3
43 | Cc1ccc(C(C)C)c(OCCCCCN2CCOCC2)c1 | -11 | 0.6 | -0.5 | 6 | 39 | -0.8 | -1.7 | -7 | 0
44 | Cc1onc(-c2ccccc2)c1C(=O)N=C(N)c1ccc(Cl)cc1 | -13 | 0.2 | -2.1 | -8 | 37 | -2.1 | -2.4 | -7 | 4
45 | O=C(CCCN1C(=O)c2ccccc2C1=O)Nc1nncs1 | -6 | 0.1 | 1.0 | -1 | 13 | -3.0 | -3.6 | -2 | -2
46 | CC1CSC(N(C(=O)c2ccc(S(C)(=O)=O)cc2)c2ccc(Cl)cc2)=N1 (stereo not given) | -10 | 13 | -1.5 | -9 | -11 | -1.4 | -2.2 | -6 | 11
47 | O=C(c1ccccc1)C(C(=O)N1CCCCC1)n1ccccc1=O (stereo not given) | -8 | -0.5 | -1.2 | -5 | -3 | -1.0 | 2.1 | 5 | -5
48 | CC1CN(c2ccc(Cl)nn2)CC(C)O1 (stereo not given) | 6 | 0.1 | 0.5 | -3 | -8 | -2.0 | -3.7 | -7 | 4
